GCN5L2 inh = inhibitors of human GCN5L2 histone acetyltransferase; Q92830; GCN5L2 HAT assay, ThioGlo1 CoA-SH fluorescence; Potency, µM (series often up to 58.9 µM), for the others: top-dose activity change, negative = inhibition, usual class: inhibitors; 390,000 compounds, 0.21% hits; AID 504327
Target sequence (Q92830 whole entry, looked up): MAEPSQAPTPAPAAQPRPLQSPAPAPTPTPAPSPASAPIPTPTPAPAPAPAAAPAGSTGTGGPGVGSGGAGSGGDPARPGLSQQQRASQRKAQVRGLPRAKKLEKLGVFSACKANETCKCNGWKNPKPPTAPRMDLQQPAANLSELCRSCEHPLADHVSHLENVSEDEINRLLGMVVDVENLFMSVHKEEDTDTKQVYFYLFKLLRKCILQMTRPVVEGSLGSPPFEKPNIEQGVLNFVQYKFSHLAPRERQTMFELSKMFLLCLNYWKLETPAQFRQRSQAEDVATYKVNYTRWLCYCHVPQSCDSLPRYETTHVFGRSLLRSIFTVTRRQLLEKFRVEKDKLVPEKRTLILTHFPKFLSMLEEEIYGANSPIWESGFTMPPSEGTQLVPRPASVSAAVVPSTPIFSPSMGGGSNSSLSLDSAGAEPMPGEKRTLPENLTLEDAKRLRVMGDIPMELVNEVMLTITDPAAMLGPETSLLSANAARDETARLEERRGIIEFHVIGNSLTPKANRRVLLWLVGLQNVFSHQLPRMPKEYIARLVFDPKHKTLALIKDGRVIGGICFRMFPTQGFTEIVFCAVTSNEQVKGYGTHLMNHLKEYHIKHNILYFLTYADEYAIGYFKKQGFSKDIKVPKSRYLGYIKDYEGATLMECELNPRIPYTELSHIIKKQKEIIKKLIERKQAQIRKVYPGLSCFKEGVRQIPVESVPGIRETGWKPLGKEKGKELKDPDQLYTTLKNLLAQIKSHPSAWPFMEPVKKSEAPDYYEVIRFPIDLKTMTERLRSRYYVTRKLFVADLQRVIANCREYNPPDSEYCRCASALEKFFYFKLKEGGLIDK
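Preincubate 20nM GCN5L2 with compound 15 min, RT → add 50uM ThioGlo1 + 75uM H3(1-25) + 70uM acetyl-CoA → read fluorescence 0 and 20 min. Primary qHTS; fluorescent artifacts likely.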
DT40 TDP1 CPT = growth inhibition of DT40 Tdp1-/-;hTDP1 cells with camptothecin (screen for TDP1 inhibitors) | chicken DT40 Tdp1-/-;hTDP1 cells + 20 nM CPT, ATP luminescence, 48 h | Potency, µM (doses to about 46.2 µM), without a hit: at the top dose activity change, negative = growth inhibition, actives largely listed as inhibitors | 420,000 compounds, 12% hits | AID 686979; further: nearly all actives have a fitted effect of over 55% in size
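Chicken DT40 Tdp1-/- cells stably complemented with human TDP1 were seeded at 400 cells/well in medium containing 20 nM camptothecin, exposed to pin-transferred compounds, and grown at 37 °C for at least 48 hr. Viability was read as ATP luminescence.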
FEN1 inh = blocks human flap endonuclease 1. P39748. Recombinant FEN1 flap cleavage, fluorescence, 15 min. Potency, µM (highest dose often 114 µM), for the others: at the highest dose activity change, negative = inhibition, most hits filed as inhibitors. 390,000 compounds, 0.35% hits. AID 588795; further: nearly all actives have a fitted effect of over 65% in size
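With each library titrated from low to high concentration, compounds met 10 nM FEN1 for 15 min at room temperature before 50 nM substrate was added; readings at 0 and 15 min fed four-parameter Hill curve fits.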
Active calls of the source: *; ? = inconclusive; nt = not tested or not shown; & = joins results of further samples; [ ] = another dose, or the depositor's remark. The call rests on the fitted dose curve; in most records, active means well fitted curve in the direction sought with a large enough effect; inconclusive means small, poorly fitted or top-dose-only effect, or another doubt; inactive means no such curve, though single readings can be large; an effect the other way counts as inactive or inconclusive. On the % scale 0 is the no-effect control and ±100 the full control effect; potency means the concentration at half of the fitted maximal effect.

SMILES	GCN5L2 inh	DT40 TDP1 CPT	FEN1 inh
C=C(C)Cn1c(CN(C)Cc2ccccc2)nc2c1c(=O)n(C)c(=O)n2C	3%	7.3µM*	-5%
CC(Oc1ccc(F)cc1)C(=O)Nc1ccc2ccccc2c1 (configuration not stated)	-8%[0.501 µM]	-2%	-22%
CCCCn1nnnc1NCc1ccc(OC)c(OC)c1OC	0%	-6%	-6%
CC(Cn1cncn1)C(=O)N1CCN(S(=O)(=O)c2ccc(Cl)cc2)CC1 (configuration not stated)	-5%	8%	15%
COc1ccc(/C=N/n2nnnc2N)cc1OC	-21%	19%	-1%
COc1ccccc1C(=O)Nn1c(C)nc2ccccc2c1=O	?	10µM*	-3%
COCCn1c(C)cc(C2=NNC(=Nc3ccc(Cl)cc3Cl)SC2)c1C	-5%	?	-20%
Cc1cc(C)c2c(c1C)C(=O)CCC2	nt	-1%	5%
CCOC(=O)[C@H]1[C@H]2COc3cc(OC)ccc3[C@@H]2N2C(=O)c3ccc(F)cc3NC(=O)[C@@]12C	-4%	?	4%
COC(=O)c1ccsc1NC(=O)CN1C(=O)CCC1=O	-24%	7%	-10%
O=C(C1CCCN(Cc2cccnc2)C1)N1CCCCC1 (configuration not stated)	-8%	-4%	-7%
CC1(c2ccc(Cl)c(Cl)c2)NC(=S)N2C1NC(=S)N2c1ccccc1 (configuration not stated)	-1%	-22%	-4%
COc1cccc(N2C(=O)CSC23C(=O)N(Cc2ccccc2)c2ccccc23)c1 (configuration not stated)	-12%	nt	5%
CCCn1c(NC(=O)c2ccccc2Br)nc2ccccc21	2%	?	-6%
c1ccc2c(c1)nc(Nc1ccc3c(c1)OCO3)c1nnnn12	-17%	?	5%
COc1ccc(S(=O)(=O)N2CCC(C(=O)N3CCCCC3)CC2)cc1OC	23%	-23%	10%
CC(=O)/C(=N/Nc1ccc(Br)cc1)N1CCCc2ccccc21	-3%	-29%	-10%
COc1ccccc1CNC(=O)C(=O)NCC(c1ccco1)N1CCOCC1 (configuration not stated)	-9%	-14%	4%
COc1ccc(-c2sc3cc4c(cc3c2C#CC2(N)CCCCC2)OCO4)cc1	-3%	8.2µM*	-24%
Cc1cccc(OCC(=O)Nc2ccc(O)c(-c3nc4ccccc4o3)c2)c1	nt	?	-2%
Cc1ccc(N=Nc2ccc(N)cc2C)c(S(N)(=O)=O)c1	1%	-22%	-4%
O=C(Nc1cc([N+](=O)[O-])ccc1N1CCOCC1)c1ccco1	-1%	1%	9%
Cc1c(Br)c([N+](=O)[O-])nn1CC(=O)NCCc1c[nH]c2ccccc12	-16%	-31%	1%
O=C(CN1CCN(C(=O)c2ccccc2Cl)CC1)Nc1cccc(S(=O)(=O)N2CCCC2)c1	nt	?	4%
CC(=O)c1cccc(-n2c(=O)c3c4c(sc3n(Cc3cccc(C)c3)c2=O)CN(C(C)=O)CC4)c1	-2%	16µM*	22%

Additional results.
SMILES	GCN5L2 inh	DT40 TDP1 CPT	FEN1 inh
CCNC(=O)CSc1nnc(-c2cccs2)o1	-2%	23%	-3%
COc1cccc(/C=C/C(=O)OCC(=O)c2ccc(S(=O)(=O)N3CCCCC3)cc2)c1OC	-13%	?	-14%
COc1cccc2c1OC1(C)CC2/C(=C(\C)O)C(=O)N1 (configuration not stated)	-13%	-29%	-5%
Cc1nnc(SC(C)C(=O)Nc2ccc(Cl)cn2)n1Cc1ccccc1 (configuration not stated)	-2%	-26%	0%
CCCCNc1c(-c2cccc(SC(C)CC)c2)nc2ccc(Cl)cn12 (configuration not stated)	-19%	16µM*	?
CCCC[C@@H]1CNC(=S)N1CC1CCCCC1	3%	?	1%
CCCCC(=O)NCc1ccccc1Cl	-4%	-17%	2%
COc1ccc(S(=O)(=O)Nc2c3ccccc3nc(=O)n2-c2ccccc2)cc1	-3%	-26%	-2%
CC(=O)c1sc(NC(=O)CCCOc2ccc(Cl)cc2)nc1C	-6%	-8%	-4%
COc1ccc(S(=O)(=O)N2CCN(C3CC4CCC3C4)CC2)cc1 (configuration not stated)	-1%	3%	-7%
Cc1cc(C)c2nc(N3CCC(C(=O)NCCCN4CCCCC4)CC3)sc2c1	-6%	?	-1%
CC(C)NC(=O)NC(=O)CSc1ncccn1	-5%	2%	-3%
Cc1cccc(NS(=O)(=O)c2c(C)nc3sccn3c2=O)c1C	-6%	-6%	5%
CCC(CC)NC(=O)c1oc2ccccc2c1COc1ccccc1	-6%	?	-8%
COc1cc2c(cc1OC)-c1cc3ccc(OC)c(OC)c3c[n+]1CC2	-13%	5.2µM*	?
CCCCn1c(=N)c(S(=O)(=O)c2ccc(C)cc2)cc2c(=O)n3cc(C)ccc3nc21	-7%	-5%	0%
CCCCc1nnc(SCc2cc(=O)c3cc(F)ccc3[nH]2)n1C	-8%	?	-8%
Cc1ccc(CN2CCN(Cc3ccc4ncccc4c3)CC2CCO)cc1 (configuration not stated)	0%	-8%	-3%
COc1cccc(OC(=O)CSc2nnc(-c3ccccc3OC)o2)c1	1%	1%	17%
COc1ccc(NC(=O)CSC2=C(C#N)C(c3ccco3)C3=C(CCCC3=O)N2)c(OC)c1 (configuration not stated)	-9%	1%	-16%
Nc1nonc1-n1nnc(C(=O)N/N=C/c2ccc(Br)cc2)c1CN1CCOCC1	-8%	-15%	10%
Cc1ccccc1CNC(=O)CCCC(=O)n1nc(C)c2ccccc21	-3%	8%	-9%
COc1ccc(OC)c2sc(NNC(=O)COc3ccccc3)nc12	-1%	-20%	-4%
CN(Cc1ccccc1)Cc1nc2c([nH]1)c(=O)n(C)c(=O)n2C	0%	?	10%
CN(Cc1ccccc1)C(=O)NC1CCCCC1	-4%	-5%	-4%

(next part)
SMILES	GCN5L2 inh	DT40 TDP1 CPT	FEN1 inh
O=[N+]([O-])c1ccccc1OCCCN1CCOCC1	-4%	-4%	-12%
O=C(C1CC(=O)N(c2ccc3c(c2)OCCO3)C1)N1CCN(Cc2ccccc2)CC1 (configuration not stated)	2%	-11%	18%
OCCOCCOCCn1c2ccccc2c2ccccc21	-1%	-1%	-8%
O=C1CC(N2CCC(O)CC2)C(=O)N1c1ccc(Br)cc1 (configuration not stated)	-9%	?	0%
OCCN(CCO)CC(O)COCCC12CC3CC(CC(C3)C1)C2 (configuration not stated)	-19%	?	6%
CCOC(=O)C(C)Sc1ncc(OC)c(Sc2ccc(Cl)cc2)n1 (configuration not stated)	-9%	-8%	2%
O=C(Nc1ccncc1)c1ccc2ncsc2c1	-4%	?	0%
O=c1[nH]c(C2CCCN(S(=O)(=O)c3ccccc3)C2)nc2c1nnn2Cc1ccccc1 (configuration not stated)	-4%	-29%	-4%
NC(=S)N/N=C/c1ccc(-c2cc(Cl)cc(Cl)c2)o1	nt	5.8µM*	-3%
CC(=O)Nc1c(C(=O)O)oc2ccccc12	-2%	-26%	-4%
CCC(=O)N(c1ccc(F)cc1)C1C=CS(=O)(=O)C1 (configuration not stated)	0%	3%	2%
Cc1onc(-c2ccccc2)c1C(=O)N/N=C/c1c[nH]c2ccccc12	-9%	-12%	9%
Cc1ccc(-n2nc3c(N4CCC(C(=O)NCc5cccc(F)c5)CC4)nnc(C)c3c2C)cc1	-4%	?	20%
Cc1ccc(CNC(=O)c2cccc(NC(=O)N3CCSc4ncccc43)c2)cc1	0%	?	-17%
O=C(Cc1coc2cc3c(cc12)CCC3)NCC1(N2CCCCC2)CCCCC1	-3%	?	-15%
COc1ccccc1NC(=O)C1=C(C)Nc2ncnn2C1c1cccn1C (configuration not stated)	10%	0%	1%
CC(NC(=O)c1ccc2c(c1)OCO2)C(c1cccs1)N1CCOCC1 (configuration not stated)	0%	?	6%
COc1ccc(CCNS(=O)(=O)c2ccc(Br)s2)cc1	-27%	-11%	-13%
CCn1c(SCc2ccccc2)nnc1-c1ccc(S(=O)(=O)N2CCCCC2)cc1	15%	-27%	4%
CC(C)c1ccc(OCC(=O)Nc2c(Cl)ccc3nsnc23)cc1	2%	-29%	8%
CC(=O)c1ccc(NC(=O)CCNS(=O)(=O)c2ccccc2F)cc1	-4%	-4%	0%
Cc1cccc(CNC(=O)c2ccc3oc(=O)n(Cc4ccccc4)c3c2)c1	19%	?	4%
CCC(C)c1ccc(NC(=O)C2CC3CCC2C3)cc1 (configuration not stated)	nt	?	-2%
COc1ccccc1CC(=O)NN1C(=O)c2ccccc2C1=O	-3%	3%	0%
CC(=O)c1ccc(NC(=O)Cn2c(=O)cc(C)c3c(C)nn(-c4cccc(F)c4)c32)cc1	-1%	-5%	5%

Remaining list, next part:
SMILES	GCN5L2 inh	DT40 TDP1 CPT	FEN1 inh
COc1ccccc1N1CCN(C(=O)c2ccc(-c3nc4ccccc4s3)o2)CC1	-11%	23µM*	0%
CCOC(=O)c1cc(-c2ccccc2)n(CCC(=O)N2CCN(c3ccccn3)CC2)c1C	-5%	15µM*	4%
COc1ccc(CCn2c(=S)[nH]c(=O)c3cccnc32)cc1OC	nt	0.22µM*	4%
Cc1ncc(CN2CCN(CCC(C)C)C(CCO)C2)s1 (configuration not stated)	-6%	10%	26%
Cc1c(N=C2NC(=O)C(CC(=O)Nc3ccc(Cl)cc3)S2)c(=O)n(-c2ccccc2)n1C (configuration not stated)	0%	-7%	-3%
Cc1ccccc1OCC(=O)NCCNC(=O)c1ccccn1	-5%	2%	1%
Cn1cccc1/C=C(/C#N)C(N)=S	-1%	-5%	-5%
Cc1cccc(NC(=O)c2cc(S(=O)(=O)N3CCCCC3)c[nH]2)c1C	-2%&-8%	1%	-9%&4%
Cc1nc2ccc(NC(=O)NCCO)cc2s1	-4%	-1%	10%
Cc1ccccc1COC(=O)CN1C(=O)NC2(CCCC2)C1=O	-5%	0%	13%
Cc1ccoc1C(=O)N1CCN(C(=O)c2occc2C)CC1	-14%	-5%	45%[activator]
Cc1nn(C2CCS(=O)(=O)C2)c2nc(C3CC3)cc(C(=O)Nc3ccc(C(N)=O)cc3)c12 (configuration not stated)	-5%	0%	0%
c1ccc(N(c2ccccc2)c2nc(N3CCCC3)nc(-n3ccnc3)n2)cc1	-15%	?	-3%
CN1CCN(c2ncc3nc(-c4ccc(Cl)cc4)c(=O)n(Cc4cccs4)c3n2)CC1	-7%	?	nt
c1ccc(-c2ccc(C3CCCN3)cc2)cc1 (configuration not stated)	1%	?	-11%
CS(=O)(=O)c1ccc2nc(NC(=O)Nc3ccccc3F)sc2c1	-21%	-18%	-1%
CN1CCN(C(=O)CCN2C(=O)/C(=C/c3cccc(Br)c3)SC2=S)CC1	0%	?	28%
CCCn1nc(C(=O)OCc2nc(N)nc(Nc3ccccc3C)n2)c2ccccc2c1=O	-5%	-16%	-3%
COc1ccccc1-n1ccnc1SCC(=O)NC1CCCC1	-6%	8%	-2%
CCOC(=O)CN1CC23C=CC(O2)C(C(=O)N2CCN(c4ccc(F)cc4)CC2)C3C1=O (configuration not stated)	7%	-1%	2%
CCOC(=O)N1CCN(S(=O)(=O)c2c(C)cc(C)cc2C)CC1	-1%	-6%	1%
OCCSc1nnc(Nc2ccccc2)s1	-1%	-8%	-2%
CCOc1ccc(NC(=O)CN(c2ccc([N+](=O)[O-])cc2)S(=O)(=O)c2ccccc2)cc1	-8%	?	9%
COCCOC(=O)c1c(C)n(C)c2ccc(OC(=O)N3CCOCC3)cc12	0%	-9%	12%
CC(C)C(NS(=O)(=O)c1cccc2nsnc12)C(=O)Nc1nccs1 (configuration not stated)	-15%	-4%	18%

Not all compounds are listed; rates above refer to the full screens.
